aSyn tox rescue – rescues yeast growth from alpha-synuclein toxicity. S. cerevisiae alpha-synuclein toxicity rescue, BacTiter-Glo growth, 24 h. Potency, µM (series often up to 46.1 µM), for inactives: at the highest dose growth rescue (activation), usual class: activators. 0.02% of 94,000 active. AID 1347070; active = well fitted activation curve with a large enough effect; also: 0% is about no effect
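Growth restoration measured by BacTiter-Glo luminescence after 24 hr at 30 deg C; alpha-synuclein yeast, raffinose-pregrown to mid-log, were added at OD600=0.02 in galactose medium onto pinned compounds.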
Active calls of the source: *; [ ] = dose if it differs, or a comment. Potency is read from the fitted curve at half-maximal effect. Not all compounds are listed; the hit share may differ from the screen's.

SMILES	aSyn tox rescue
COc1ccc(OC)c2sc(NC(=O)c3ccc(S(=O)(=O)N4CCCC4)cc3)nc12	-3.8%
Cc1ccc(C)c(Cn2nnc(C(=O)NCc3ccccc3)c2N)c1	-9.0%
COc1ccc(CCNC(=O)Cn2c(=O)c3cccn3c3ccccc32)cc1OC	4.4%
Cc1nc(-n2nc(C)c(CCC(C)C)c2C)sc1C(=O)Nc1cccc(Cl)c1	-7.6%
COc1cccc(NS(=O)(=O)c2c(C)nc3sccn3c2=O)c1	3.5%
CC1(c2ccccc2Cl)NC(=O)N(CC(=O)NCCC2=CCCCC2)C1=O (stereo unspecified)	-4.4%
CN(C)c1ccc(CNC(=O)CCC(=O)N2Cc3ccccc3Oc3ncccc32)cc1	-1.1%
O=C(N[C@@H](Cc1c[nH]c2ccccc12)C(=O)O)c1ccccc1Cl	-1.0%
O=C1CSC(c2ccccc2)N1Nc1nc(N2CCOCC2)nc(N2CCOCC2)n1 (stereo unspecified)	-0.1%
Cc1ccc2nc(N3CCC(C(=O)NCc4ccc(F)cc4)CC3)[nH]c2c1	0.6%
CCOc1ccc(NC(=O)CN(C)C(=O)c2cccnc2Sc2ccccc2Cl)cc1OCC	-9.5%
CC(C)c1nnc(NC(=O)C2CCCN2C(=O)Nc2ccccc2)s1 (stereo unspecified)	1.4%
N#CC(Sc1ccccn1)c1ccc(Cl)cc1 (stereo unspecified)	-16.3%
CC(C)(C)c1ccccc1NC(=O)CN1C(=O)NC2(CCCC2)C1=O	-6.6%
CCOC(=O)c1noc2ncn(Cc3ccc([N+](=O)[O-])cc3)c(=O)c12	-7.5%
COc1cccc(NC(=O)CCC2CCN(C(=O)C(OC)c3ccccc3)CC2)c1 (stereo unspecified)	3.1%
COc1ccc(CN2C(=O)C(CC(=O)NCC3CCCCC3)CC(C(=O)N3CCOCC3)=C2C)cc1 (stereo unspecified)	5.2%
O=Cc1cccc2ccc3cccc(C(=O)O)c3c12	5.5%
CC(=O)c1cccc(NC(=O)C2CCN(C(=O)c3cnn(-c4ccccc4)c3-n3cccc3)CC2)c1	7.5%
O=C(NC1CCCCC1)C(c1ccncc1)N(C(=O)Cc1cccs1)c1ccccc1 (stereo unspecified)	-5.9%
Nc1cc(-c2ccc(Br)cc2)nc2cc(-c3ccccc3)nn12	-20.2%
O=C(O)c1ccccc1C(=O)NC1CCCc2ccccc21 (stereo unspecified)	1.2%
C[C@@H]1CN([C@@H](C)CO)C(=O)CCCn2nncc2CO[C@H]1CN(C)S(=O)(=O)c1ccc(Oc2ccccc2)nc1	-8.5%
CCOc1ccc(CNCc2c(C(=O)O)n(Cc3ccccc3C)c3cc(OC)ccc23)cc1OC	5.3%
Cc1ccccc1CNC(=O)C(C)n1nc(C)n2c(cc3occc32)c1=O (stereo unspecified)	0.3%

Exported as comma-separated lines: part of the list above.
Structure,aSyn tox rescue
CCOC(=O)c1noc2ncn(Cc3ccc([N+](=O)[O-])cc3)c(=O)c12,-7.5%
COc1cccc(NC(=O)CCC2CCN(C(=O)C(OC)c3ccccc3)CC2)c1 (stereo unspecified),3.1%
COc1ccc(CN2C(=O)C(CC(=O)NCC3CCCCC3)CC(C(=O)N3CCOCC3)=C2C)cc1 (stereo unspecified),5.2%
O=Cc1cccc2ccc3cccc(C(=O)O)c3c12,5.5%
CC(=O)c1cccc(NC(=O)C2CCN(C(=O)c3cnn(-c4ccccc4)c3-n3cccc3)CC2)c1,7.5%
O=C(NC1CCCCC1)C(c1ccncc1)N(C(=O)Cc1cccs1)c1ccccc1 (stereo unspecified),-5.9%
Nc1cc(-c2ccc(Br)cc2)nc2cc(-c3ccccc3)nn12,-20.2%

The list continues.
SMILES	aSyn tox rescue
COCCNC(=O)C1CCN(C(=O)c2cc3sccc3n2Cc2ccc(Cl)cc2)CC1	-3.4%
Cc1nnc2sc(SCC(=O)N3CCc4ccccc43)nn2c1=O	-3.3%
COC(=O)C(NC(=O)c1cccnc1Cl)C(C)C (stereo unspecified)	-7.5%
Cc1c(S(=O)(=O)Nc2ccc3c(c2)OCCO3)cnn1C	1.8%
COc1ccc(-n2c(-c3ccco3)nc3c(cnn3-c3ccccc3Cl)c2=O)cc1	-10.2%
COc1ccc(CNC(=O)COC(=O)CCC(=O)c2cccs2)cc1	8.1%
Cc1noc(C)c1CSCC(=O)Nc1nc2ccc(S(C)(=O)=O)cc2s1	-1.8%
CCN(C(=O)Cn1cnc2c1c(=O)n(C)c(=O)n2C)c1ccccc1C	0.4%
COc1ccc2c(c1)CC(C(=O)Nc1cccc(C)c1C)CO2 (stereo unspecified)	-2.0%
O=Cc1c[nH]c2ncccc12	7.0%
Cc1ccc(NC(=O)Cn2c(-c3nonc3N)nc3ccccc32)cc1Cl	5.7%
Cc1ccnc(NC(=O)c2cccc(S(=O)(=O)NCc3ccccc3)c2)c1	1.3%
Cc1ccccc1OCC(=O)Nc1ccc2nc(SCC(=O)N(C)c3ccccc3)sc2c1	1.2%
CCC(Sc1nc2ccncc2[nH]1)C(=O)Nc1ccc(F)cc1 (stereo unspecified)	-1.6%
CCOC(=O)C1=C(C)NC(=O)NC1c1ccc(Br)o1 (stereo unspecified)	-7.1%
CCOc1ccc(OCc2ccc(C(=O)Nc3cc(OC)c(OC)c(OC)c3)o2)cc1	3.0%
O=S(=O)(NCCc1ccccc1)c1ccc(-n2cnnn2)cc1	-2.3%
CNC(=O)CN1C(=O)COc2ccc(S(=O)(=O)N3CCCCCC3)cc21	-8.3%
CCOC(=O)N1CCC2(CC1)OC(=O)C(C)=C2C(=O)NCc1cccc(OC)c1	7.6%
CCCCCSc1nnc(-c2ccc(Br)cc2)o1	-15.1%
Cc1c(Cl)cccc1NS(=O)(=O)c1cn(C)c(=O)n(C)c1=O	6.1%
COc1cccc(NC(=O)CN(C)C(=O)/C=C/c2ccc(S(=O)(=O)N3CCCCCC3)cc2)c1	10.1%
COc1ccccc1NC(=O)Cn1c(=O)n(Cc2cccs2)c(=O)c2cccnc21	-10.1%
Cc1ccc(NC(=O)C2CCCN(S(=O)(=O)c3cccc4cccnc34)C2)cc1 (stereo unspecified)	0.8%
C[C@H]1CN([C@@H](C)CO)S(=O)(=O)c2ccc(Br)cc2O[C@@H]1CN(C)C(=O)c1cccnc1	-9.4%

In the list so far, these have a thiophene ring, fused or not:
SMILES	aSyn tox rescue
O=C(NC1CCCCC1)C(c1ccncc1)N(C(=O)Cc1cccs1)c1ccccc1 (stereo unspecified)	-5.9%
COCCNC(=O)C1CCN(C(=O)c2cc3sccc3n2Cc2ccc(Cl)cc2)CC1	-3.4%
COc1ccc(CNC(=O)COC(=O)CCC(=O)c2cccs2)cc1	8.1%
COc1ccccc1NC(=O)Cn1c(=O)n(Cc2cccs2)c(=O)c2cccnc21	-10.1%

Reformatted with each value named: 2 of the compounds above
> CCCCCSc1nnc(-c2ccc(Br)cc2)o1
  aSyn tox rescue = -15.1%
> COc1ccc2c(c1)CC(C(=O)Nc1cccc(C)c1C)CO2 (stereo unspecified)
  aSyn tox rescue = -2.0%

(list continues)
SMILES	aSyn tox rescue
CCc1ccc(NC(=O)Cn2c(=O)n(CCCCC(=O)NCc3ccccc3Cl)c(=O)c3ccccc32)cc1	4.2%
CCOc1ccc(CCNC(=O)c2cnc3sc(N4CCCCCC4)nn3c2=O)cc1	-2.8%
Cc1c2cnn(-c3ccccc3)c(=O)c2c(C)n1C(C)C(=O)NCc1cccc(Br)c1 (stereo unspecified)	7.8%
CCCC(=O)N(Cc1cc2cc(OC)ccc2[nH]c1=O)c1ccc(OC)cc1	14.5%
CCN(CC)CCCNC(=O)c1c(C)oc2ncn(CC(C)C)c(=O)c12	7.7%
Cc1ccc(NC(=O)CCOc2ccccc2C)cc1F	-21.2%
COc1ccccc1Cc1nc2ccccc2nc1SCC(=O)NCCc1ccccc1	4.2%
CCc1ccc(-n2c(CCC(=O)O)ccc2-c2cccs2)cc1	0.5%
COc1ccc(-n2nc(C(=O)NCC(=O)N3CCN(Cc4ccccc4)CC3)c3ccccc3c2=O)cc1OC	0.7%
CCOC(=O)N1CCN(CC(=O)Nc2nccs2)CC1	-6.0%
Cc1ccc(NC(=O)CCNC(=O)c2ccc(Br)cc2)cc1S(=O)(=O)N1CCOCC1	1.9%
CCc1ccc(-c2nc3c(c(SCc4ccc(F)cc4)n2)Cc2c(CO)cnc(C)c2O3)cc1	3.0%
CCc1ccc(NC(=O)Cn2c(=O)n(CCCC(=O)NCCc3ccc(OC)c(OC)c3)c(=O)c3ccccc32)cc1	2.7%
O=c1c(N2CCc3ccccc3C2)csc2ccc(F)cc12	-6.8%
O=C(CSc1nc2ccccc2nc1Cc1ccccc1)N1CCCc2ccccc21	28.9%
O=C(NCCc1ccc(Cl)cc1)c1ccc2nc(CCc3ccccc3)oc2c1	5.9%
Cc1ccccc1NC(=O)CSc1ncc2c(n1)-c1ccccc1N(C)S2(=O)=O	-5.2%
C#CCN(C[C@H]1[C@H](OC(=O)NC2CC2)[C@H](OC(=O)NC2CC2)C[C@H]2C(=O)N(c3ccccc3)C(=O)[C@@H]12)S(=O)(=O)c1ccc(C)cc1	2.5%
CC(=O)Nc1cccc(OCC(=O)Nc2cccc(S(=O)(=O)N3CCCC3)c2)c1	-3.2%
O=C1CCN(C(=O)Cc2ccccc2)c2ccccc21	2.4%
COc1ccc(CN2C[C@H]3CON(C)[C@H]3C[C@H]2c2ccc(-c3cccc(F)c3)cc2)cc1	0.4%
CC1CCN(c2oc(-c3ccc(COc4ccc(Cl)cc4)o3)nc2C#N)CC1	1.6%
Cc1ccc(C)c(NC(=O)CCC(=O)N/N=C/c2ccc3c(c2)OCO3)c1	-5.4%
CC(=O)C1=C(c2ccc(Cl)c(Cl)c2)N(C(C)=O)n2c(nnc2C2CCCCC2)S1	2.0%
O=C(O)c1ccc(CSc2nnc(-c3ccncc3)n2-c2ccc(Br)cc2)cc1	10.6%
(more compounds)
SMILES	aSyn tox rescue
COc1ccc2c(CNCC(C)c3ccccc3)c(C(=O)O)n(Cc3ccc(F)cc3Cl)c2c1 (stereo unspecified)	-17.1%
Cc1cc([N+](=O)[O-])nn1CC(=O)Nc1sc2c(c1C(N)=O)CCCC2	8.2%
CC1CCN(S(=O)(=O)c2c[nH]c(=O)[nH]c2=O)CC1	-8.6%
Cc1cc2c(cc1S(=O)(=O)N1CCOCC1)NC(=O)CO2	-2.6%
CCOc1ccc(NC(=O)N2CCN(C(=O)c3nsc4ccccc34)CC2)cc1	3.3%
O=C(NC1CCOc2ccccc21)C1CCCC1 (stereo unspecified)	3.2%
COc1ccc(Cl)cc1NC(=O)Cn1ccn(Cc2ccc(C)cc2)c(=O)c1=O	-6.8%
CCOc1ccc(S(=O)(=O)Nc2cccc(OC)c2)c2cccnc12	-3.3%
Cc1ccccc1NC(=O)C1CCN(S(=O)(=O)c2ccccc2)CC1	7.7%
Cn1c(SCC(=O)N2CCCc3ccccc32)ncc(C(=O)Nc2ccc(F)cc2)c1=O	-3.7%
CCOC(=O)N1CCN(C(=O)C2CCCN(S(=O)(=O)c3cccnc3)C2)CC1 (stereo unspecified)	-0.7%
Cc1cccc(N2CCN(C(=O)C3CCN(C(=O)c4cc5sccc5n4C)CC3)CC2C)c1 (stereo unspecified)	11.8%
CCCC1(c2ccccc2)NC(=O)N(CC(=O)Nc2cc(OC)cc(OC)c2)C1=O (stereo unspecified)	-10.5%
Cc1ccccc1NC(=O)COC(=O)CC1CCCC1	3.7%
COc1ccc(S(=O)(=O)Nc2cc(-c3cn4cccc(C)c4n3)ccc2C)cc1C	-2.2%
CC1CCc2c(sc3nnn(Cc4ccccc4Cl)c(=O)c23)C1 (stereo unspecified)	9.3%
Cc1ccccc1NC(=O)c1c(NC(=O)c2ccco2)sc2c1CCC(C(C)(C)C)C2 (stereo unspecified)	-0.9%
Cc1[nH]c2ccccc2c1SCC(=O)N1CCCc2ccccc21	0.4%
Cc1ccc(CCNC(=O)c2cc(Nc3ccc(C)c(C)c3)nc3ccccc23)cc1	-2.4%
CC1=C(C(=O)N(C)C)CC(CC(=O)NCc2cccs2)C(=O)N1CCC1=CCCCC1 (stereo unspecified)	-2.3%
Cc1ccc(C)c(-n2c(SCC(=O)O)nc3sc4c(c3c2=O)CCCC4)c1	-21.3%
CCOC(=O)c1c(N)n(-c2ccc(CC)cc2)c2nc3ccccc3nc12	5.4%
Cc1nn2c(=S)[nH]nc2[nH]c1=O	-12.7%
Cc1ccc(NC(=O)Nc2ccc3c(c2)N(C)C(=O)c2ccccc2S3)c(C)c1	-15.1%
COc1cccc(C#Cc2ccc3c(c2)O[C@H](CN(C)C)[C@@H](C)CN([C@@H](C)CO)S3(=O)=O)c1	12.4%
Following part.
SMILES	aSyn tox rescue
CCN1CCN(C(=O)C2CCN(S(=O)(=O)c3ccc(SC)cc3)CC2)CC1	-13.1%
COc1ccccc1CCC(=O)Nc1ccc(C)cc1Cl	-12.5%
COc1ccccc1N1CCN(C(CNC(=O)c2ccco2)c2cccnc2)CC1 (stereo unspecified)	-0.7%
O=C(O)c1ccccc1OCC1CCCO1 (stereo unspecified)	-6.5%
CN(Cc1ccccc1)C(=O)c1ccc2c(c1)N(Cc1ccccc1F)C(=O)c1ccccc1S2(=O)=O	-6.9%
C[C@@H]1CN([C@H](C)CO)C(=O)CCCn2nncc2CO[C@H]1CN(C)Cc1ccc(C(F)(F)F)cc1	-1.5%
Cc1ccnc(NC(=O)c2ccc(Cl)c(NC(=O)C(C)Oc3ccccc3)c2)c1 (stereo unspecified)	-35.3%[inhibitor]
O=C(c1cccc(S(=O)(=O)Nc2ccccc2F)c1)N1CCN(c2ccccc2F)CC1	8.2%
Cc1ccccc1CN1C(=O)c2ccccc2S(=O)c2ccc(C(=O)NCc3ccc(Cl)cc3)cc21 (stereo unspecified)	0.4%
COc1ccccc1CNC(=O)CCCNC(=O)c1ccc(Cl)cc1	5.0%
CCOc1ccccc1N1C(=O)CC(Sc2ccccc2N)C1=O (stereo unspecified)	1.4%
COc1cc(C(=O)NNC(=O)c2ccc(NC(C)=O)cc2)cc(OC)c1OC	-7.5%
CCN(CC)C(=O)Cn1cc(S(=O)(=O)CC(=O)NCCc2ccc(OC)c(OC)c2)c2ccccc21	-0.5%
CCOC(=O)c1ccccc1NC(=O)CSc1nnc(CC)n2c1cc1occc12	1.1%
CCN(CC)CCCNc1oc(/C=C/c2ccc(OC)c(OC)c2)nc1C#N	-0.6%
COc1ccccc1/C=C/c1nc2ccccc2c(=O)o1	-2.0%

From PubChem
